High-throughput results deposited in PubChem by several laboratories.
GalR3 antag – human GalR3 antagonism | O60755 | inhibition, % at 3 µM | HEK293 GalR3-CNG cAMP membrane potential fluorescence; galR3 body fused to GalR1 C-terminus | AID 651719 | 0.44% of 360,000 active;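 active = inhibition above the screen-wide average plus 3 SD, cut at about 13% in these data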;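 also: forskolin and galanin both at EC90 stimulate the cells; cAMP rise reported by CNG channel membrane potential dye signal; 0% = forskolin plus galanin with DMSO and 100% = forskolin alone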
Target sequence (O60755 1-299 limits assumed): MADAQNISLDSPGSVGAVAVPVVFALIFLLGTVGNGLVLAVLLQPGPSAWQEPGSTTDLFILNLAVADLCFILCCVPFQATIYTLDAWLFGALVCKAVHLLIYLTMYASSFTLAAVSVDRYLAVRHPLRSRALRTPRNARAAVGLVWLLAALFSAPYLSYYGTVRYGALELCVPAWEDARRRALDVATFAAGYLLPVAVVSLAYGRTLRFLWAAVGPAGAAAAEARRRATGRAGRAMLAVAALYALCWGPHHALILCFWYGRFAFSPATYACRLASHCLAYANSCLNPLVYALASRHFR
CRFR2-BP antag – blocks CRF-induced signaling of the CRF-BP/CRF-R2 complex | HEK293 CRF-R2/CRF-BP, CRF-induced calcium fluorescence | inhibition, % at 11.8 µM | 0.59% of 350,000 active;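 active = inhibition of the ligand-induced calcium signal above about 50% at the single tested concentration, limit read from the data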
CRFR2-BP ag – agonists of human CRF-binding protein/CRF-R2 receptor complex | HEK293 CRF-R2/CRF-BP, calcium dye fluorescence (FLIPR); percent of saturating CRF peptide response | activation, % at 13.2 µM | 0.46% of 350,000 active | AID 588473;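 active = activation of at least 50%, plus an integration ratio under a set limit after plate pattern correction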;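 also: plate controls were neutral control wells without compound for no effect and CRF at EC100 for full effect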
* hit, by the source's call.

no.	SMILES	GalR3 antag	CRFR2-BP antag	CRFR2-BP ag
1	Cc1ccc(S(=O)(=O)Nc2ccc3c(c2)C(=O)N([C@@H](C)CO)C[C@@H](C)[C@@H](CN(C)CC2CC2)OCCCC[C@@H](C)O3)cc1	1	-2	0.7
2	CC1CCN(C(=O)COC(=O)c2ccc([N+](=O)[O-])o2)CC1	-7	1	-1.1
3	COc1ccc(C)cc1-n1c(SCC(=O)N2CCOCC2)nc2ccccc2c1=O	-7	-11	-0.9
4	CCOc1ccccc1NC(=O)COC(=O)CCOc1cc(C)ccc1C	-4	14	2.5
5	O=C(c1ccncc1)N1CCN(S(=O)(=O)c2ccccc2Br)CC1	-3	-17	3.4
6	O=C(Nc1ccc(N2CCOCC2)c(S(=O)(=O)Nc2ccccc2Cl)c1)c1ccc(=O)[nH]n1	9	7	-1.1
7	C=CCC[C@H](Cc1ccc(F)cc1)C(=O)OC[C@@H](NC(=O)[C@@H](CC=C)CC(=O)N(CCO)Cc1ccccc1)C(C)(C)C	-8	13	4.0
8	COc1ccc(C2CCCCC2SCC(=O)O)cc1OC (centres undefined)	2	-7	-1.1
9	CCOC(=O)Cc1csc(NC(=O)c2ccc(C)c(S(=O)(=O)N3CCOCC3)c2)n1	-4	8	-2.0
10	COc1ccc([N+](=O)[O-])cc1NS(=O)(=O)c1cccc(C(=O)NCCCN2CCCC2=O)c1	-5	-1	-1.0
11	COC(=O)C1=C(C(=O)OC)C(C(=O)OC)C(C(=O)OC)C(C(=O)OC)(C(=O)OC)C(C(=O)OC)=C1C(=O)OC (centres undefined)	-4	47	0.2
12	C(CCc1nn[nH]n1)CCC1CCCCC1	-3	44	0.4
13	CCCn1c(SCC(=O)c2cc(C)n(C3CC3)c2C)n[nH]c1=O	-5	6	0.5
14	O=C(NCCS(=O)(=O)NC1CCCCC1)c1ccc2c(c1)OCO2	0	-2	-0.5
15	Cc1ccc(NC(=O)CN2C(=O)NC3(CCCC3)C2=O)cc1S(=O)(=O)N1CCCCC1	-5	-14	0.7
16	CC1=C(C(=O)N(C)C)CC(CC(=O)NC2CC2)C(=O)N1Cc1ccc(C(C)(C)C)cc1 (centres undefined)	-7	-6	-0.8
17	COc1ccc(NC(=O)CN2C(=O)NC(C)(C3CC3)C2=O)cc1S(=O)(=O)N1CCCCC1 (centres undefined)	-5	2	-1.5
18	CCN(CC)S(=O)(=O)c1ccc(N2CCN(C)CC2)c(NC(=O)CSCC(=O)Nc2cccc(C)c2)c1	-4	-5	0.1
19	N#C/C(=C/c1ccc(OC(=O)c2ccc(Br)s2)cc1)c1nc2ccccc2[nH]1	-4	-2	4.3
20	COCCCn1c(=O)/c(=C/c2ccccc2OC(C)C)s/c1=C(\C#N)C(=O)Nc1ccc(C(=O)O)cc1	-7	12	0.8
21	Cc1ccc(SCC(=O)OCC(=O)NCC2CCCCC2)cc1C	8	-2	-2.2
22	CCN(CC(=O)N1CCC(C(N)=O)CC1)S(=O)(=O)c1cc(Cl)ccc1Cl	-1	-1	0.3
23	O=C(CSc1nc(-c2ccc(F)cc2)cs1)NCC1CCCO1 (centres undefined)	-4	25	-1.4
24	Cc1ccc(C)c(N2N=C(C(=O)OCC(=O)N(C)c3ccccc3)CCC2=O)c1	-4	-13	-1.1
25	NC(=O)c1ccccc1OCC(=O)N1CCCC1c1ccc2c(c1)OCCCO2 (centres undefined)	-2	-2	0.4
26	CC(=O)N1CCN(C(=O)c2cccc(S(=O)(=O)N3CCOCC3)c2)CC1	-6	9	3.9
27	C=CCC[C@@H](Cc1ccc(F)cc1)C(=O)OC[C@@H](NC(=O)[C@@H](CC=C)CC(=O)N[C@H](CO)Cc1ccccc1)C(C)(C)C	-9	2	-1.8
28	COc1ccccc1NC(=O)c1ccc(NC(=O)CSc2nc(N)cc(=O)[nH]2)cc1	-6	-8	-0.8
29	Cc1c(Cl)cnc(NC(=O)COC(=O)c2cccc(S(=O)(=O)N3CCOCC3)c2)c1Cl	-8	-5	1.2
30	O=C(CSc1nc2[nH]ncc2c(=O)[nH]1)Nc1cccc([N+](=O)[O-])c1	-3	7	0.8

The closing seven entries of the section above come first, to join the parts:
no.	SMILES	GalR3 antag	CRFR2-BP antag	CRFR2-BP ag
24	Cc1ccc(C)c(N2N=C(C(=O)OCC(=O)N(C)c3ccccc3)CCC2=O)c1	-4	-13	-1.1
25	NC(=O)c1ccccc1OCC(=O)N1CCCC1c1ccc2c(c1)OCCCO2 (centres undefined)	-2	-2	0.4
26	CC(=O)N1CCN(C(=O)c2cccc(S(=O)(=O)N3CCOCC3)c2)CC1	-6	9	3.9
27	C=CCC[C@@H](Cc1ccc(F)cc1)C(=O)OC[C@@H](NC(=O)[C@@H](CC=C)CC(=O)N[C@H](CO)Cc1ccccc1)C(C)(C)C	-9	2	-1.8
28	COc1ccccc1NC(=O)c1ccc(NC(=O)CSc2nc(N)cc(=O)[nH]2)cc1	-6	-8	-0.8
29	Cc1c(Cl)cnc(NC(=O)COC(=O)c2cccc(S(=O)(=O)N3CCOCC3)c2)c1Cl	-8	-5	1.2
30	O=C(CSc1nc2[nH]ncc2c(=O)[nH]1)Nc1cccc([N+](=O)[O-])c1	-3	7	0.8
31	COc1ccc(-c2oc3ccccc3c2C#CC(C)(C)O)cc1	-4	3	1.1
32	CC1=C2C3OC(=O)C(C)C3CCC2(C)C=C(Cl)C1=O (centres undefined)	-2	11	-0.3
33	O=C(C1CCCCC1)N1C[C@@H](O)[C@H](n2cc(C3CC3)nn2)C[C@@H]1c1ccccc1	1	-4	-0.3
34	C[C@H](CO)N1C[C@H](C)[C@@H](CN(C)C(=O)c2cc(-c3ccccc3)on2)OCc2cnnn2CCCC1=O	-1	3	-1.7
35	Nc1ccccc1N1C(=O)c2cccc3cccc(c23)C1=O	-5	0	0.3
36	N#CCCn1cc(C(=O)CN2C(=O)NC3(CCc4ccccc43)C2=O)c2ccccc21 (centres undefined)	-2	-20	0.4
37	O=C(NCc1ccccn1)c1cccc(NS(=O)(=O)c2ccc(Br)cc2)c1	-6	4	-0.5
38	COc1ccc(-c2cc3nc(C)c(C)c(N4CCN(C(=O)c5ccoc5)CC4)n3n2)cc1	-7	-8	0.1
39	Cc1ccnc(NC(=O)c2cccc(NC(=O)CC3SC(N4CCCCC4)=NC3=O)c2)c1 (centres undefined)	-5	2	0.4
40	CCN(CC(=O)Nc1ccc(NC(C)=O)cc1)C(=O)/C=C/c1ccc2c(c1)OCO2	-1	4	-2.0
41	COc1ccc(CC(=O)OCC(=O)NNC(=O)c2ccccc2)cc1	-2	-1	-0.5
42	CC(OC(=O)c1cc[n+]([O-])cc1)C(=O)Nc1ccc(C(N)=O)cc1 (centres undefined)	-3	-14	9.9
43	CCc1noc(C)c1C(=O)Nc1nc(-c2ccc(OC)cc2)cs1	-5	0	-0.9
44	COc1ccc(-c2cc3cc(OC)c(OC)cc3cn2)cc1	3	0	-1.6
45	CC(=O)Nc1ccc(Nc2cc(C)nc3ccccc23)cc1	-5	-12	-0.5
46	O=C1C=C(c2ccc(-c3ccccc3)cc2)C[C@@H](c2ccc(F)cc2)C1	-1	5	0.3
47	COc1cccc(Nc2ccc(N3CCCCC3)cc2)c1OC	-3	-7	3.4
48	NC(=O)c1cc(S(=O)(=O)N2CCOCC2)ccc1Sc1ccccc1N	0	-12	1.9
49	Cc1cccc(C)c1NC(=O)COC(=O)CCc1c[nH]c2ccccc12	-9	4	-1.0
50	O=C(c1ccco1)N1CC2(CC(c3ccc(Cl)cc3)=NO2)CN1Cc1ccc(Br)cc1 (centres undefined)	2	-11	-0.7
51	CC(=O)NC1CC2CCCC(C1)N2C(=O)Nc1c(C)cccc1C (centres undefined)	2	-8	3.3
52	CSc1ccc(Cl)c(C(=O)N2CCN(c3ncccn3)CC2)c1	-1	-1	-0.8
53	CC1=C(C(=O)N(C)C)CC(CC(=O)NCc2cccs2)C(=O)N1Cc1ccccc1 (centres undefined)	-4	-2	1.2
54	CC1(c2ccccc2)NC(=O)N(CC(=O)N2CCN(S(=O)(=O)c3cccc([N+](=O)[O-])c3)CC2)C1=O (centres undefined)	-4	-3	-0.2
55	O=C(/C=C/c1cccc([N+](=O)[O-])c1)OCC(=O)N1CCN(C(=O)c2ccco2)CC1	1	7	-3.6
56	O=C(CCSc1nc(-c2ccccc2)c(-c2ccccc2)o1)N1CCCCC1	-7	10	2.8
57	CC(C)Nc1nnc(SC(C)C(=O)N(C)C2CCCCC2)s1 (centres undefined)	-3	16	0.1
58	O=[N+]([O-])c1cc(NS(=O)(=O)c2ccc(Cl)nc2)ccc1Cl	4	19	15
59	Cc1cc(=O)[nH]c2sc(C(=O)N3c4ccccc4CC3C)c(N)c12 (centres undefined)	-6	3	0.2
60	O=C(Cc1ccsc1)NNC(=O)c1ccc(F)cc1	-2	12	-1.0
61	N#Cc1ccccc1S(=O)(=O)N1CCN(CC(O)CN2CCOCC2)CC1 (centres undefined)	-2	-4	0.2
62	O=C(NNC(=O)c1cc(Cl)ccc1O)c1cccc(S(=O)(=O)N2CCOCC2)c1	-4	3	0.3
63	Cc1cc(C)n(CC(=O)NNC(=O)c2ccc(NC(=O)CC#N)cc2)n1	-3	3	-0.8
64	COc1cc(C(CCN2CCOCC2)c2c(OC)cc(OC)c3c(-c4ccccc4)cc(=O)oc23)cc(OC)c1OC (centres undefined)	1	-2	-2.2
65	O=S(=O)(c1ccccc1)C1CC1(c1ccccc1)c1ccccc1 (centres undefined)	-6	3	1.8
66	O=C1NC(Cc2ccccc2)c2nc3ccc(Cl)cc3c(=O)n2-c2cc3ccccc3cc21 (centres undefined)	-5	-2	5.0
67	CC(=O)c1ccc(S(=O)(=O)NCCC(=O)NC2CCN(Cc3ccccc3)CC2)cc1	-8	9	-0.1
68	Oc1ccc(C[C@H]2CNCCN2CC2CCCCC2)cc1	-5	-10	2.3
69	C[C@@H]1CN([C@@H](C)CO)C(=O)c2cccc(NS(=O)(=O)c3cccs3)c2O[C@H]1CN(C)Cc1ccc(C(F)(F)F)cc1	-3	-9	-0.2
70	CN(C)c1ccc(C=C2C=Cc3ccccc32)cc1	2	-6	3.3
71	CN(N=O)c1ccc(CC2CCc3ccccc32)cc1 (centres undefined)	-4	28	2.5
72	CCCCCCSc1ccc([C@H]2N[C@@](C)(C(=O)OC)[C@H]3C(=O)N(CC)C(=O)[C@@H]23)cc1	-6	-5	-0.7
73	CC1CC(=O)Nc2ccccc2N1C(=O)CN1C(=O)C(=O)N(C)C1=O (centres undefined)	-2	-2	-0.3
74	Cc1cccc([N+](=O)[O-])c1C(=O)O	-2	-3	-0.3
75	O=C(Nc1cccc(S(=O)(=O)NC2=NCCC2)c1)c1ccc(=O)[nH]c1	-3	4	0.3
76	Fc1ccc2cc(-c3cccnc3)ncc2c1	-4	14	-1.6
77	Cc1cc(C)cc(NC(=O)C(c2ccccc2)N2CCN(CC(=O)N3CCCC3)CC2)c1 (centres undefined)	-5	5	-1.6
78	Cc1cc(C(C)(C)CC(C)(C)C)ccc1OCCOCC[N+](C)(C)Cc1ccccc1	8	-24	12
79	COc1ccc(C2/C=C\CN3CCC[C@H]3C(=O)N2Cc2ccc(F)cc2)cc1 (some centres undefined)	-5	-12	0.1
80	CC1CCN(S(=O)(=O)c2ccc(NC(=O)C3CSC4(C)CCC(=O)N34)cc2)CC1 (centres undefined)	-3	-8	-1.2

(list continues)
no.	SMILES	GalR3 antag	CRFR2-BP antag	CRFR2-BP ag
81	CCN(c1ccccc1)c1nc(Cl)nc2c1cnn2C	-8	0	-7.8
82	CCN1CCN(c2ccc(NC(=O)c3cc4ccccc4cc3OC)cc2C)CC1	-5	-1	4.1
83	CC(=O)Nc1cccc(NC(=O)CN2c3cccc4cccc(c34)S2(=O)=O)c1	-4	2	0.9
84	COc1ccc(CCNC(=O)COC(=O)c2cc(Cl)nc(Cl)c2)cc1	-3	20	-0.4
85	COc1c(N)c2c(c([N+](=O)[O-])c1OC)C(=O)OC2	-6	15	-4.2
86	O=C(COC(=O)c1ccc(O)cc1)Nc1ccc2c(c1)OCCO2	0	1	-0.8
87	Cc1ccc(S(=O)(=O)N2[C@@H](c3ccccc3F)C(C(=O)O)=CC[C@H]2c2cccs2)cc1	-1	-10	-1.0
88	Cc1ccccc1NC(=O)CSc1nnc(-c2ccco2)n1N	0	0	-1.2
89	Cc1cc(Cl)ccc1C(=O)C1CCCN(C(=O)c2ccc3c(c2)OCO3)C1 (centres undefined)	-5	-6	-0.8
90	CC(C)COC(=O)N(C)C[C@H]1OCc2cn(nn2)CCCC(=O)N([C@H](C)CO)C[C@@H]1C	0	0	-1.2
91	CCN(CC(=O)Nc1c(F)cccc1F)C(=O)c1ccc2ncsc2c1	-1	-2	-0.7
92	COc1cc(C)ccc1NC(=O)Cc1csc(NC(=O)Nc2ccccc2OC)n1	-4	8	0.4

Some of the compounds tested; the hit share may differ from the screen's.
